Insulin prom inh: TRM-6 insulin promoter activity inhibition; TRM-6 cells (human fetal islet line), insulin promoter-eGFP reporter, imaging; reporter expression induced with tamoxifen; inhibition, % at 2 µM; actives 0.9% (n = 130,000); AID 1273;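 active = inhibition above the mean plus 3 SD, with well images judged a real hit on visual review, cut at about 60% in these data, passing the limit was not always enough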
SDO1 yeast rescue: sdo1-depleted yeast growth rescue; S. cerevisiae sdo1-depleted JHY4D growth rescue, OD600 30 h; hits give high values; pdr5 snq2 efflux-pump mutant strain; actives 0.21% (n = 140,000); z-score at 10 µM;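 active = z-score above 3 at both the 24 hr and the 30 hr optical density reads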;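 also: z-score against mean and SD of all compound wells on the same plate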
SDO1 yeast rescue Rescue 24 h: second read-out of SDO1 yeast rescue, no call of its own (marks repeat the call); z-score; S. cerevisiae sdo1-depleted JHY4D growth rescue, OD600; measured here: growth rescue at 24 h;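 0 is the plate mean of compound wells and units are plate SD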
Numbers without * were called inactive; i = inactive; x = no result given; [ ] = another dose, or the depositor's remark.

SMILES | Insulin prom inh | SDO1 yeast rescue | SDO1 yeast rescue Rescue 24 h
CCOC(=O)c1[nH]c2ccccc2c1NC(=O)Nc1ccc(OC)cc1 | 17.9 | -0.2 | 2.72
Cc1cc(C(=O)CSc2nnc(-c3ccncc3)n2-c2ccccc2)c(C)n1C | 30.8 | 0.61 | 0.98
CCCCNC(=O)COc1ccccc1[N+](=O)[O-] | 6.7 | 0.23 | -0.1
COC(=O)C(C)(C)ONC(=O)Nc1ccccc1Br | 20.7 | 0.2 | -0.88
CC(=O)c1cccc(NC(=S)NC(=O)c2ccccc2Br)c1 | 25.0 | -0.68 | -0.58
N#Cc1nc(Cc2cccc3ccccc23)oc1N1CCOCC1 | 16.1 | -1.23 | -0.75
Nn1c(Nc2ccccc2)nc2sc3c(c2c1=O)CCC3 | x | -1.89 | -0.95
CCn1ncc(Br)c1C(=O)Nc1cc(C(=O)OC)ccc1C(=O)OC | x | -0.41 | 1.2
Cc1ccc(C(=O)NCCSc2c(C)[nH]c3ccccc23)cc1[N+](=O)[O-] | 0.0 | -0.38 | 0.18
O=C(CSc1ccc(Cl)cc1)NC(=O)NCc1ccco1 | -21.4 | x | x
O=C(O)/C=C/c1cnc[nH]1 | -28.6 | 0.01 | -0.36
Cc1ccc(NC(=O)NCc2ccccn2)cc1 | -73.7 | x | x
COc1ccc(OC)c(-n2c(SCC(N)=O)nnc2-c2c[nH]c3ccccc23)c1 | x | 1.38 | 0.59
Brc1ccc(/C=N/Nc2ncnc3c2cnn3Cc2ccccc2)cc1 | 0.0 | -0.77 | -0.44
O=[N+]([O-])c1ccc2nc(-[n+]3c(-c4ccccc4)cc(-c4ccccc4)cc3-c3ccccc3)[nH]c2c1 | -62.1 | 1.2 | 1.76

Reformatted: results already given.
SMILES: O=C(O)/C=C/c1cnc[nH]1
  Insulin prom inh: -28.6
  SDO1 yeast rescue: 0.01
  SDO1 yeast rescue Rescue 24 h: -0.36

SMILES: Cc1ccc(NC(=O)NCc2ccccn2)cc1
  Insulin prom inh: -73.7
  SDO1 yeast rescue: x
  SDO1 yeast rescue Rescue 24 h: x

SMILES: COc1ccc(OC)c(-n2c(SCC(N)=O)nnc2-c2c[nH]c3ccccc23)c1
  Insulin prom inh: x
  SDO1 yeast rescue: 1.38
  SDO1 yeast rescue Rescue 24 h: 0.59

SMILES: Brc1ccc(/C=N/Nc2ncnc3c2cnn3Cc2ccccc2)cc1
  Insulin prom inh: 0.0
  SDO1 yeast rescue: -0.77
  SDO1 yeast rescue Rescue 24 h: -0.44

(next part)
SMILES | Insulin prom inh | SDO1 yeast rescue | SDO1 yeast rescue Rescue 24 h
CCNc1ccc(Br)cc(C(=O)/C=C/c2c(Cl)cccc2Cl)c1=O | 9.7 | -0.87 | -0.02
O=S(=O)(c1ccc2c(c1)OCCO2)N1CCN(Cc2ccc3c(c2)OCO3)CC1 | -10.5 | -1.97 | -0.03
CCO/N=C(\C)c1c(O)c(CC)c(-c2ccccc2)n(-c2ccccc2)c1=O | -95.3 | -0.19 | -1.37
Cn1c(NC(=O)c2ccco2)c(-c2ccccc2)c(=O)c2ccccc21 | 53.9 | -0.33 | -1
COC(=O)c1ccc(NC(=S)NC(=O)c2c(Cl)cnn2C)cc1 | x | -0.01 | -0.1
COc1ccc(CCN2C(=S)N(C)C(=O)C2CC(=O)Nc2ccc(OC)cc2)cc1 (configuration not stated) | -12.8 | x | x
CC(Sc1ccsc1[N+](=O)[O-])C(=O)NCc1ccco1 (configuration not stated) | -50.0 | x | x
CC(C)(C)C(=O)Nc1cccc(C(=O)c2cccc(NC(=O)C(C)(C)C)c2)c1 | -30.8 | -0.33 | -0.15
Cc1cc(C)cc(N2C(=O)CC(N3CCOCC3)C2=O)c1 (configuration not stated) | 0.0 | 0.15 | -0.18
CCOC(=O)c1c(NC(=O)CN2CCOCC2)sc2c1CCCC2 | 39.1 | -1.29 | -0.54
CCN(CC)CCCNC(=O)c1ccccc1C | -41.7 | 0.8 | -0.3
C/C(=C\c1ccccc1)C1NC(=O)c2c(sc3c2CCCC3)N1 (configuration not stated) | 53.3 | -0.63 | 0.9
Cc1cc2c(OCC(O)CN3CCCCC3)cccc2[nH]1 (configuration not stated) | 0.0 | x | x
CC1(C)NC(=O)N(CCOCCOc2ccccc2)C1=O | 17.2 | 1.02 | 0.7
Cc1cccc(-n2nnnc2SCC(=O)c2cc(C)n(Cc3ccco3)c2C)c1 | 15.4 | -1.28 | 0.36
Cc1nn(CCOc2ccccc2)c(=O)n1-c1cccc(F)c1 | 6.7 | -0.95 | -1.58
Cc1c(OCc2nn[nH]n2)ccc2c3c(c(=O)oc12)CCCC3 | -108.3 | 0.62 | 0.3
CN(C)C(=O)NC(Nc1cccc([N+](=O)[O-])c1)C(Cl)(Cl)Cl (configuration not stated) | 57.1 | x | x
CCC(C)(C(=O)NC1CCCC1)N(Cc1ccco1)C(=O)c1ccccn1 (configuration not stated) | -35.7 | 0.26 | -0.01
Cc1onc(-c2ccccc2Cl)c1C(=O)Nc1cccc2cccnc12 | -50.0 | -1.99 | -1.85
CC(=O)Nc1nc(-c2ccccc2)ns1 | -7.9 | 1.7 | 1.71
CC1Cc2nc(SCC(=O)Nc3ccc4c(c3)OCO4)n(CCc3ccccc3)c(=O)c2S1 (configuration not stated) | 14.3 | -0.61 | -0.61
O=C(c1ccccc1Oc1nnnn1-c1ccccc1)N1CCOCC1 | 60.0 | -0.45 | -0.89
Cc1ccc(S(=O)(=O)NCCc2ccccc2)cc1 | -29.2 | 1.34 | 2.15
CC(=O)Nc1nonc1NC(=O)CSc1ccccn1 | x | 0.84 | -0.6
COC(=O)C1=NN(N=O)C2(CC(=O)N(c3cc(C)cc(C)c3)C2=O)C1 (configuration not stated) | -13.9 | 0.01 | -0.02
Cc1ccc(S(=O)(=O)/N=C2\CN(C)C(=O)N2C)cc1 | -14.3 | 0.82 | 0.29
O=C(NCCOc1ccccc1)C(=O)NCC1CCCO1 (configuration not stated) | 42.9 | x | x
O=C(c1cc2nc(-c3ccco3)cc(C(F)(F)F)n2n1)N1CCN(c2ccccc2)CC1 | x | 0.39 | 0.39
O=c1c2ccccc2c(C=NCCO)c(O)n1-c1ccccc1 | x | 0.13 | 0.03
COc1ccccc1CN1CC(C(=O)NCC2CCCO2)CC1=O (configuration not stated) | 28.1 | 0.25 | 0.1
O=C(c1cnc2c(c1)COc1ccc(Cl)cc1-2)c1ccccc1O | 23.1 | -1.51 | 0.26
O=C(O)COCc1nc2ccccc2[nH]1 | x | 0.96 | 0.33
CCCC(O)(CCN(C)C)c1ccc(OC)cc1 (configuration not stated) | -21.6 | 1.46 | 0.09
COc1cccc2cc3c(=O)n(-c4ccccc4)nc-3oc12 | x | 0.38 | 1.61
Cc1cc(C(=O)CSc2nnnn2-c2ccc(O)cc2)c(C)n1C | -33.3 | x | x
Cc1sc2ncnc(N3CCOCC3)c2c1C | 8.6 | 0.07 | -0.48
CCN(CC)c1ccc(/C=N/NC(=O)CN2CCCc3ccccc32)cc1 | 30.0 | 0.24 | -0.81
COc1ccccc1NC(=O)CN(C)S(=O)(=O)c1ccc(F)cc1 | 56.2 | -1.12 | -1.29
O=C(/C=C/c1cc([N+](=O)[O-])ccc1OC(F)F)Nc1cccc2ccccc12 | x | -0.72 | -0.88
O=C(c1ccc(Cl)c(Cl)c1)N1CCC(=O)N(C(COCc2ccc(Cl)cc2)Cc2ccccc2)CC1 (configuration not stated) | -80.0 | -0.59 | -1.18
CCc1nc2ccccc2c(C(=O)OCCN2C(=O)c3ccccc3C2=O)c1C | 28.6 | -0.73 | -0.76
c1cnc(Nc2nc(-c3ccc4ccccc4c3)cs2)nc1 | x | 0.39 | -0.11
O=C(CSc1nc2ccccc2s1)N1CCCCC1 | -40.0 | -0.6 | -0.94
COc1cc(C)c(Cl)cc1S(=O)(=O)n1cnc2ccccc21 | -48.3 | -1.73 | -1.06

One compound at a time, from the list above. Order of screens: Insulin prom inh	SDO1 yeast rescue	SDO1 yeast rescue Rescue 24 h
O=C(CSc1nc2ccccc2s1)N1CCCCC1 across the screens: -40.0	-0.6	-0.94
O=C(c1ccc(Cl)c(Cl)c1)N1CCC(=O)N(C(COCc2ccc(Cl)cc2)Cc2ccccc2)CC1 (configuration not stated) across the screens: -80.0	-0.59	-1.18
O=C(c1cnc2c(c1)COc1ccc(Cl)cc1-2)c1ccccc1O across the screens: 23.1	-1.51	0.26
O=C(/C=C/c1cc([N+](=O)[O-])ccc1OC(F)F)Nc1cccc2ccccc12 across the screens: x	-0.72	-0.88
Cc1cc(C(=O)CSc2nnnn2-c2ccc(O)cc2)c(C)n1C across the screens: -33.3	x	x

Later entries:
SMILES | Insulin prom inh | SDO1 yeast rescue | SDO1 yeast rescue Rescue 24 h
CCn1cc(C(=O)NCC2CCCO2)c(=O)c2cc(S(=O)(=O)N(C)C)ccc21 (configuration not stated) | x | -0.27 | -0.42
COCc1cc(C)nc(OCC(=O)N/N=C/c2ccc(O)cc2)c1C#N | 23.1 | 0.96 | 1.32
Cc1cc(C(=O)CSc2nncs2)c(C)n1-c1c(C)n(C)n(-c2ccccc2)c1=O | 0.0 | 0.07 | -0.57
Cn1cccc1Cc1nnc(SCC(=O)NCC2CCCO2)n1CCc1ccccc1 (configuration not stated) | x | 0.76 | 0.96
CCC(C)(C(=O)NC1CCCC1)N(C(=O)CC1NC(=O)NC1=O)c1c(C)n(C)n(-c2ccccc2)c1=O (configuration not stated) | 13.3 | x | x
COc1cc(/C=N/NC(=O)c2ccc(F)cc2)ccc1OC(=O)c1ccco1 | 61.5 | -0.83 | -1.39
COCCN1Cc2cccc(C(=O)Nc3c(C)cc(C)cc3C)c2C1=O | x | -0.68 | -0.67
CC(=O)/C(C[N+]1(C)CCCCC1)=N\O | 13.9 | -0.26 | -0.09
O=C(Nc1ccccc1)N(C1=NCCCCS1)c1ccccc1 | x | -0.06 | -0.47
N#C/C(=C/c1ccc(Br)s1)C(=O)NCCc1c[nH]c2ccccc12 | x | -0.17 | -0.28
COc1ccc(NC(=O)c2ccc3c(=O)n(-c4ccc(OC)cc4OC)c(=S)[nH]c3c2)cc1 | 42.9 | x | x
COc1ccc2sc(C)nc2c1NC(C)=O | x | -0.54 | 0.27
O=C(c1cn(-c2ccccc2)nc1-c1ccccc1)N1CCOCC1 | -26.1 | -0.34 | -0.41
Cc1noc(C)c1S(=O)(=O)N1CCCC(C(=O)NCCC2=CCCCC2)C1 (configuration not stated) | x | -1 | -0.56
C[C@H](CO)NC(=O)[C@@H]1C[C@H]1[C@@H](NP(=O)(c1ccccc1)c1ccccc1)c1ccccc1 | 31.8 | 0.77 | 0.77
COc1ccc(-c2nnc(Sc3nc4ccccc4o3)c3ccccc23)cc1 | x | -1.35[8.1 µM] | -1.24
CC(C)(C)NC(=O)COC(=O)/C=C/c1ccc(F)cc1 | x | 0.64 | 0.01
COc1cc(OC)cc(C(=O)N2CCC(N3CCN(c4ccccc4OC)CC3)CC2)c1 | -8.3 | -0.62 | -0.56
COc1cccc(NC(=O)CSc2nc3n[nH]c(C)c3c(=N)n2-c2cccc(OC)c2)c1 | 30.3 | -0.61 | -1.49
C=CCNC(=O)C1CC(c2cccc(OC)c2)=NO1 (configuration not stated) | x | 2.29 | 2.39
COc1cc(NC(=O)CSc2c3c(nc4ccccc24)CCC3)cc(OC)c1OC | x | 1.03 | 0.74
O=C(c1cccnc1)N1CCC(c2nc3ccccc3[nH]2)CC1 | x | -0.11 | -0.7
CSc1nc2c(c(=O)[nH]1)C(c1cccc(Br)c1)CC(=O)N2 (configuration not stated) | 9.1 | x | x
COc1ccccc1NC(=O)C(C)NS(=O)(=O)c1ccccc1 (configuration not stated) | i | 0.52 | -0.07
CCc1cccc(NC(=O)Nc2cccs2)c1 | 45.5 | -0.06 | -0.09
Cc1ccc(-c2n[nH]c(=O)c3ccccc23)cc1S(=O)(=O)N(C)CCO | 35.7 | 0.12 | -0.58
COc1ccc2c(c1)N(C(=O)CSc1n[nH]c(C)n1)C(C)(C)C=C2C | -40.5 | 1.02 | 0.67
CN(C)c1ccc(/C=N/n2c(COc3ccccc3)n[nH]c2=S)cc1 | -2.9 | -0.91 | -0.91
CCOC(=O)C1=C(C)N=C2SC(C)C(=O)N2C1c1ccc(OC(C)=O)c(OC)c1 (configuration not stated) | -47.6 | 0.72 | 0.32
CCCN1C(=O)S/C(=C\c2ccc(N3CCOCC3)cc2C)C1=O | 38.5 | -1.52 | -1.25
O=[N+]([O-])c1cc(S(=O)(=O)N2CCOCC2)ccc1N1CCCC1 | -42.9 | x | x
O=c1/c(=C/c2cccc3ccccc23)sc2ncnn12 | 35.7 | -1.05 | -0.89
CCC(CC)c1nnc(NC(=O)c2cccc(S(=O)(=O)N3CCc4ccccc43)c2)s1 | 16.2 | 0.01 | -0.14
CC(NC(=O)Cn1ccsc1=N)C12CC3CC(CC(C3)C1)C2 (configuration not stated) | x | 0.34 | 0.15
CN(C(=O)C(Cl)Cl)c1ccc(OC(=O)c2ccco2)cc1 | 38.1 | 1.32 | 2.28
O=c1c2ccccc2nc(SCc2cccc(F)c2)n1-c1cccc(S(=O)(=O)N2CCCC2)c1 | 15.4 | -0.13 | 0.23
O=C(c1ccco1)N1CCN(C(c2ccccc2F)c2nnnn2Cc2cccs2)CC1 (configuration not stated) | 9.7 | 0.18 | 0.48
Cc1cc(C(=O)CSc2nc3ccccc3c(=O)[nH]2)c(C)n1C | -71.4 | -2.08 | -0.84
Cc1ccc(NC(=S)N2CCC(c3nc4ccccc4s3)CC2)cc1 | x | -1.38 | -1.17
Cc1cc(C(F)(F)F)n2[nH]c(=O)c(N=Nc3ccccc3)c2n1 | 35.7 | x | x
CCC(C)(C(=O)NC1CCCC1)N(C(=O)c1cnccn1)c1c(C)n(C)n(-c2ccccc2)c1=O (configuration not stated) | -10.7 | -1.24 | -0.82

An excerpt, so the mix of outcomes need not match the whole.
